Bioassay records (PubChem)
ALDH1A1 inh: qHTS Assay for Inhibitors of Aldehyde Dehydrogenase 1 (ALDH1A1). Purified ALDH1A1, NADH fluorescence, propionaldehyde substrate. Potency, µM (highest dose often 75.3 µM), for the others: top-dose activity, negative = inhibition, most hits filed as inhibitors. 220,000 compounds, 7.3% hits; active = well fitted inhibition curve with a large enough effect, not every such curve was filed as active; inconclusive = small, poorly fitted or top-dose-only effect, or another doubt; inactive = no such curve, though single readings can be large or run the other way;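 note: plate controls were no enzyme wells and a reference inhibitor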
TR SRC2 fluor cs: Total Fluorescence Counterscreen for Inhibitors of the Interaction of Thyroid Hormone Receptor and Steroid Receptor Coregulator 2; TRb/SRC2 Texas Red total fluorescence interference; Potency, µM (doses to about 106 µM), inactives show at the top dose fluorescence change, negative = quenching; 280,000 compounds, 0.29% hits; active = well fitted curve in either direction with a large enough effect; inconclusive = small, poorly fitted or top-dose-only effect
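Human TRb ligand-binding domain at 0.6 uM with 20 nM Texas Red SRC2 peptide in Tris buffer containing 1 uM T3 and 5% DMSO, incubated with compound 5 h at ambient temperature. Total fluorescence (555/632 nm) calculated as parallel + 2 × perpendicular.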
Tau fibril FP: qHTS for Inhibitors of Tau Fibril Formation, Fluorescence Polarization; 280,000 compounds, 0.39% hits; K18 P301L tau heparin fibrillization, Alexa594 FP, 6 h; Microtubule-associated protein tau (Homo sapiens), P10636; Potency, µM (top dose mostly 57.7 µM), for inactives: at the top dose activity, negative = inhibition, usual class: inhibitors; note: nearly all actives have a fitted effect of over 55% in size
Target sequence (P10636 561-689 P618L limits assumed): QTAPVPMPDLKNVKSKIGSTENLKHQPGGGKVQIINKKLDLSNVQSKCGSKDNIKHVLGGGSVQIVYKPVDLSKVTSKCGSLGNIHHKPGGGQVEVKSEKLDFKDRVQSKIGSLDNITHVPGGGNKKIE
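Read-out: fluorescence polarization of Alexa 594-labeled tau (0.24 uM), 555 nm excitation, 632 nm emission. Mixtures held 15 uM unlabeled K18 P301L, compound and 20 uM heparin, pH 7 acetate buffer, incubated 6 hr at 37 C.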
Tau fibril ThT: qHTS for Inhibitors of Tau Fibril Formation, Thioflavin T Binding | Microtubule-associated protein tau (Homo sapiens), P10636 | recombinant tau K18 P301L, heparin-induced fibrillization, ThT fluorescence | Potency, µM (highest dose often 57.4 µM), without a hit: top-dose activity, negative = inhibition, hits mostly inhibitors | 270,000 compounds, 2.1% hits; note: nearly all actives have a fitted effect of over 55% in size
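Using a mix of unlabeled (15 uM) and Alexa 594-labeled (0.24 uM) tau K18 P301L, heparin-triggered fibrillization over 6 hr at 37 C was scored by ThT fluorescence.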
L3MBTL1 block: qHTS Assay for the Inhibitors of L3MBTL1; Lethal(3)malignant brain tumor-like protein 1 (Homo sapiens), Q9Y468; AlphaScreen L3MBTL1–H3K9me1 peptide binding; Potency, µM (doses to about 57.1 µM), for inactives: top-dose activity, negative = inhibition, hits mostly inhibitors; 230,000 compounds, 0.66% hits; note: nearly all actives have a fitted effect of over 60% in size
Target sequence (Q9Y468 whole entry, looked up): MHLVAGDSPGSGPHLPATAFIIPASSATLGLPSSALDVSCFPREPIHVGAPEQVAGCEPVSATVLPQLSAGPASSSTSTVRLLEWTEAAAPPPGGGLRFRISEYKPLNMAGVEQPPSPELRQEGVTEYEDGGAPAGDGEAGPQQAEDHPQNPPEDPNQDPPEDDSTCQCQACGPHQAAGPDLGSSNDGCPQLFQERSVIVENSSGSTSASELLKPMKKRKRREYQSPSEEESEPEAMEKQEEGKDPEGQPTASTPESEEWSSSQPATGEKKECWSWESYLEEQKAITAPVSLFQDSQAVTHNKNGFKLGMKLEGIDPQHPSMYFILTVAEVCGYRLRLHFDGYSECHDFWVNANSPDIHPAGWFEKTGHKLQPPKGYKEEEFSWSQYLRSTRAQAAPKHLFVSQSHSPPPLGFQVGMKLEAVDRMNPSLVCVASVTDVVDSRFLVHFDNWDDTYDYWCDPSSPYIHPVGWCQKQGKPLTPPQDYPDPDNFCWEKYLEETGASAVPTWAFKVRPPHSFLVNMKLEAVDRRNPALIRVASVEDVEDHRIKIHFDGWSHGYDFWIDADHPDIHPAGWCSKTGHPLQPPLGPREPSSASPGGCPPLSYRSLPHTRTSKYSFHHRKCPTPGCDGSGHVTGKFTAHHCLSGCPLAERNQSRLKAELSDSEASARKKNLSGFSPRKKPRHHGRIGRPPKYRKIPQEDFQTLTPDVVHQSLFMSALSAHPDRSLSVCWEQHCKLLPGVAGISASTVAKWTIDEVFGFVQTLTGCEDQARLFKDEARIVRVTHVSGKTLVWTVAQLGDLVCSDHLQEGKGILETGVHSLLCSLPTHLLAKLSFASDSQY
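AlphaScreen proximity signal between nickel-chelate acceptor and streptavidin donor beads (final 10 ug/mL) reports binding of 50 nM L3MBTL1 to 75 nM biotin-H3 K9me1 peptide; complex incubated with compounds 30 min at room temperature; cefsulodin titration as control.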
TRb-SRC2 inh: qHTS for Inhibitors of the Interaction of Thyroid Hormone Receptor and Steroid Receptor Coregulator 2; TRbeta-SRC2 peptide binding, fluorescence polarization; receptor liganded with 1 µM T3; Potency, µM (series often up to 106 µM), inactives show at the top dose activity change, negative = inhibition, usual class: inhibitors; 280,000 compounds, 0.065% hits; AID 1469, 2008;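 note: plate controls were bound peptide for no effect and peptide without receptor for full effect; nearly all actives have a fitted effect of over 50% in size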
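Polarization signal, normalized between peptide-alone and full complex controls, measured compound effects on T3-liganded human TRb LBD (0.6 uM) binding 20 nM Texas Red SRC2 peptide after 5 hr.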
GLA spleen mod: qHTS Assay for Inhibitors and Activators of Human alpha-Galactosidase From Spleen Homogenate; Alpha-galactosidase A (Homo sapiens), P06280; Potency, µM (top dose mostly 80 µM), for the others: at the top dose activity change, negative = inhibition, hits mostly inhibitors; human spleen homogenate, 4MU-alpha-Gal fluorescence, 40 min; 240,000 compounds, 0.008% hits;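 note: 0% = enzyme with vehicle and -100% = no enzyme basal signal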
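Inhibition or activation of alpha-galactosidase in human spleen homogenate is scored by 4-MU fluorescence after 40 min at 37C, pH 5.0, with 1 mM substrate. AC50s come from concentration-response fitted to the Hill equation.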
Tau fluor cs: Counterscreen qHTS for Inhibitors of Tau Fibril Formation, Fluorescence Polarization; 280,000 compounds, 0.93% hits; tau K18 P301L Alexa594 fluorescence, heparin fibrillization; Potency, µM (doses to about 57.7 µM), for the others: at the top dose activity change, negative = decrease; AID 1463, 2008; note: nearly all actives have a fitted effect of over 55% in size
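Human tau K18 P301L (15 uM unlabeled, 0.24 uM Alexa 594-labeled) in 100 mM sodium acetate pH 7 with 20 uM heparin, 6 hr at 37 C. ThT 30 uM added, 1 hr ambient; Alexa 594 FP and total fluorescence read at 555/632 nm.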
Active calls of the source: *; [ ] = another dose, or the depositor's remark. Unless noted, calls come from the whole dose curve; as a rule, active = well fitted curve in the direction sought with a large enough effect; inconclusive = small, poorly fitted or top-dose-only effect, or another doubt; inactive = no such curve, though single readings can be large; an effect the other way counts as inactive or inconclusive. Unless noted, % is set by controls: 0 for no effect and ±100 for the full control effect; potency is the fitted concentration of half-maximal effect.

How did Cc1ccc2nc(NC(=S)NC(=O)c3ccc(OC(C)C)cc3)sc2c1 do in these assays?
ALDH1A1 inh: 19µM*; TR SRC2 fluor cs: -15%; Tau fibril FP: inconclusive; Tau fibril ThT: inconclusive; L3MBTL1 block: -4%; TRb-SRC2 inh: -2%; GLA spleen mod: -6%; Tau fluor cs: -21%

How did O=C(OCc1ccccc1)c1cccnc1Cl do in these assays?
ALDH1A1 inh: -8%; TR SRC2 fluor cs: -2%; Tau fibril FP: 4%; Tau fibril ThT: -2%; L3MBTL1 block: -6%; TRb-SRC2 inh: -4%; GLA spleen mod: 8%; Tau fluor cs: 1%

Results for COC(=O)c1cc2occc2n1Cc1nc(-c2cccc(Br)c2)oc1C ?
TR SRC2 fluor cs: 2%; Tau fibril FP: -3%; Tau fibril ThT: 3%; TRb-SRC2 inh: -9%; Tau fluor cs: -11%

Results for Cc1ccc2c(c1)c1c(n2CC(O)CN2C(=O)CNC2=O)C(=O)CCC1 (stereo not given) ?
ALDH1A1 inh: inconclusive; TR SRC2 fluor cs: 1%; Tau fibril FP: 6%; Tau fibril ThT: -15%; TRb-SRC2 inh: -2%; GLA spleen mod: 6%; Tau fluor cs: -12%

How did C=C(C)Cn1c(SCC(=O)N/N=C/c2c(O)ccc3ccccc23)nc2ccccc2c1=O do in these assays?
ALDH1A1 inh: 5%; TR SRC2 fluor cs: -3%[53 µM]; Tau fibril FP: -14%; Tau fibril ThT: -2%; L3MBTL1 block: -10%; TRb-SRC2 inh: -3%[53 µM]; GLA spleen mod: -3%; Tau fluor cs: inconclusive

What do the screens show for `O=C(N/N=C\c1cn(-c2ccccc2)nc1-c1ccccc1)c1ccc(Br)o1`?
ALDH1A1 inh: inconclusive; TR SRC2 fluor cs: 0%; Tau fibril FP: -10%; Tau fibril ThT: -11%; L3MBTL1 block: -12%; TRb-SRC2 inh: -4%; GLA spleen mod: 1%; Tau fluor cs: -14%

Results for CCOC(=O)CCc1c(C)nc(SCC(=O)O)c(C#N)c1C ?
ALDH1A1 inh: 25µM*; TR SRC2 fluor cs: -2%; Tau fibril FP: 1%; Tau fibril ThT: -3%; L3MBTL1 block: 2%; TRb-SRC2 inh: 4%; GLA spleen mod: 5%; Tau fluor cs: -3%

How did C=CCn1c(SCC(N)=O)nnc1-c1ccccc1O do in these assays?
ALDH1A1 inh: -9%; TR SRC2 fluor cs: -1%; Tau fibril FP: 4%; Tau fibril ThT: 1%; L3MBTL1 block: -3%; TRb-SRC2 inh: 7%; GLA spleen mod: -1%; Tau fluor cs: 4%

Results for O=C(N/N=C/c1ccccn1)c1ccccc1 ?
ALDH1A1 inh: -11%; TR SRC2 fluor cs: -2%; Tau fibril FP: -1%; Tau fibril ThT: -7%; L3MBTL1 block: 19%; TRb-SRC2 inh: 1%; GLA spleen mod: -5%; Tau fluor cs: -9%

What do the screens show for `C=C1CCN([C@H](C(=O)OCc2ccc(C)cc2)C(C)C)S(=O)(=O)c2ccccc21`?
TR SRC2 fluor cs: 1%; Tau fibril FP: 1%; Tau fibril ThT: 0%; TRb-SRC2 inh: 1%; GLA spleen mod: 13%; Tau fluor cs: -1%

3 compounds drawn at random from those above:
How did O=C(OCc1ccccc1)c1cccnc1Cl do in these assays?
ALDH1A1 inh: -8%; TR SRC2 fluor cs: -2%; Tau fibril FP: 4%; Tau fibril ThT: -2%; L3MBTL1 block: -6%; TRb-SRC2 inh: -4%; GLA spleen mod: 8%; Tau fluor cs: 1%

Results for CCOC(=O)CCc1c(C)nc(SCC(=O)O)c(C#N)c1C ?
ALDH1A1 inh: 25µM*; TR SRC2 fluor cs: -2%; Tau fibril FP: 1%; Tau fibril ThT: -3%; L3MBTL1 block: 2%; TRb-SRC2 inh: 4%; GLA spleen mod: 5%; Tau fluor cs: -3%

How did Cc1ccc2nc(NC(=S)NC(=O)c3ccc(OC(C)C)cc3)sc2c1 do in these assays?
ALDH1A1 inh: 19µM*; TR SRC2 fluor cs: -15%; Tau fibril FP: inconclusive; Tau fibril ThT: inconclusive; L3MBTL1 block: -4%; TRb-SRC2 inh: -2%; GLA spleen mod: -6%; Tau fluor cs: -21%

Continued.
Results for N#CC(=C1SC=CS1)c1nc(-c2ccccc2)cs1 ?
ALDH1A1 inh: inconclusive; TR SRC2 fluor cs: 26%; Tau fibril FP: -11%; Tau fibril ThT: inconclusive; L3MBTL1 block: -5%; TRb-SRC2 inh: 9%; GLA spleen mod: -6%; Tau fluor cs: inconclusive

What do the screens show for `O=C(/C=C/c1ccco1)Nc1nc(-c2ccc(F)c(F)c2)cs1`?
ALDH1A1 inh: inconclusive; TR SRC2 fluor cs: 0%; Tau fibril FP: -2%; Tau fibril ThT: -12%; L3MBTL1 block: 8%; TRb-SRC2 inh: 2%; GLA spleen mod: 11%; Tau fluor cs: -13%

Results for Cc1cc2c(nc1C)CCCN2C[C@H](C)O/N=C1/[C@H]2O[C@@H]2[C@@H](O)[C@H]2[C@H]1CCn1c(=O)n(-c3ccccc3)c(=O)n12 ?
ALDH1A1 inh: inconclusive; TR SRC2 fluor cs: -3%[11.2 µM]; Tau fibril FP: 2%[11.6 µM]; Tau fibril ThT: -6%[11.5 µM]; TRb-SRC2 inh: -1%[11.2 µM]; GLA spleen mod: 5%[17.5 µM]; Tau fluor cs: 0%[11.6 µM]

How did Cc1ccc(N2C(=O)c3ccccc3C2Nc2ccccc2F)nc1 (stereo not given) do in these assays?
ALDH1A1 inh: -17%; TR SRC2 fluor cs: 0%; Tau fibril FP: -6%; Tau fibril ThT: -11%; TRb-SRC2 inh: 10%; GLA spleen mod: 7%; Tau fluor cs: -23%

Results for COc1cc(NC(=O)CN2CCCN(S(=O)(=O)c3ccc(F)cc3)CC2)cc(OC)c1 ?
TR SRC2 fluor cs: 6%; Tau fibril FP: 3%; Tau fibril ThT: -11%; TRb-SRC2 inh: 9%; Tau fluor cs: -27%

What do the screens show for `CCn1c(SCC(=O)NCc2ccco2)nc2c1c(=O)n(C)c(=O)n2C`?
ALDH1A1 inh: 7%; TR SRC2 fluor cs: 2%; Tau fibril FP: -4%; Tau fibril ThT: -13%; L3MBTL1 block: 2%; TRb-SRC2 inh: 1%; GLA spleen mod: 12%; Tau fluor cs: -4%

What do the screens show for `CC(CC(=O)N1CCN(c2ccccc2F)CC1)c1ccccc1` (stereo not given)?
ALDH1A1 inh: -3%; TR SRC2 fluor cs: -7%; Tau fibril FP: -1%; Tau fibril ThT: 6%; L3MBTL1 block: -7%; TRb-SRC2 inh: -13%; GLA spleen mod: -7%; Tau fluor cs: 5%

Results for CCOC(=O)c1sc(-c2cccs2)nc1C ?
ALDH1A1 inh: inconclusive; TR SRC2 fluor cs: -3%; Tau fibril FP: 4%; Tau fibril ThT: -16%; L3MBTL1 block: 69%[activator]; TRb-SRC2 inh: -10%; GLA spleen mod: 8%; Tau fluor cs: -12%

What do the screens show for `CCc1ccc(NC(=O)N2CCN(Cc3nc4ccc(C)cc4o3)CC2)cc1`?
TR SRC2 fluor cs: -1%; Tau fibril FP: 11%; Tau fibril ThT: -11%; TRb-SRC2 inh: -4%; Tau fluor cs: -2%

Results for Cc1cc(C)n(-c2ccc(Cl)c(C(=O)O)c2)n1 ?
ALDH1A1 inh: inconclusive; TR SRC2 fluor cs: -7%; Tau fibril FP: 10%; Tau fibril ThT: 1%; L3MBTL1 block: 148%[activator]; TRb-SRC2 inh: -3%; GLA spleen mod: -6%; Tau fluor cs: 8%

What do the screens show for `Cc1ccccc1-n1cc(-c2ccccc2)nc1SCC(=O)Nc1ccc(F)cc1`?
TR SRC2 fluor cs: -3%; Tau fibril FP: -13%; Tau fibril ThT: -11%; TRb-SRC2 inh: -2%; Tau fluor cs: inconclusive

How did Cc1cnccc1CNC(=O)CC1C(=O)NCCN1CC(C)(C)C (stereo not given) do in these assays?
ALDH1A1 inh: -23%; TR SRC2 fluor cs: 8%; Tau fibril FP: -8%; Tau fibril ThT: inconclusive; L3MBTL1 block: -4%; TRb-SRC2 inh: -9%; GLA spleen mod: -1%; Tau fluor cs: -14%

What do the screens show for `Cc1cc(N)n(Cc2cccs2)n1`?
ALDH1A1 inh: -3%; TR SRC2 fluor cs: 3%[53 µM]; Tau fibril FP: 7%; Tau fibril ThT: 8%; L3MBTL1 block: 51%[activator]; TRb-SRC2 inh: 0%[53 µM]; GLA spleen mod: -25%; Tau fluor cs: 4%

Results for COC(=O)c1cc(S(=O)(=O)NCC2CCN(Cc3ccc(C)cc3)CC2)c[nH]1 ?
TR SRC2 fluor cs: -2%; Tau fibril FP: inconclusive; Tau fibril ThT: 8%; TRb-SRC2 inh: -3%; Tau fluor cs: 2%

How did COC(=O)Cn1nc(C)c2c(C)n(-c3ccccc3)nc2c1=O do in these assays?
TR SRC2 fluor cs: -2%; Tau fibril FP: 1%; Tau fibril ThT: 9%; TRb-SRC2 inh: 0%; Tau fluor cs: 3%

What do the screens show for `Cc1ccc(C2C=C(c3ccc(Cl)cc3)Nc3nc(NC(=O)c4ccco4)nn32)cc1` (stereo not given)?
TR SRC2 fluor cs: -74%[1.83 µM]; Tau fibril FP: inconclusive; Tau fibril ThT: inconclusive; TRb-SRC2 inh: -17%[1.83 µM]; Tau fluor cs: -19%

Results for CCOC(=O)CSC1=C(C#N)C(c2ccc(Cl)cc2)CC(=O)N1 (stereo not given) ?
ALDH1A1 inh: 2%; TR SRC2 fluor cs: 0%; Tau fibril FP: -2%; Tau fibril ThT: -6%; TRb-SRC2 inh: 9%; GLA spleen mod: 2%; Tau fluor cs: -14%
